Lipid droplet: modulators of hepatic lipid droplet formation; AML12 mouse hepatocytes, oleate lipid droplets, BODIPY imaging; inhibition, % at 6.5 µM; actives 0.4% (n = 240,000); AID 1656;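 active = lipid droplet intensity inhibited by at least 50%, with more than 500 cells counted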
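Technique: fluorescence imaging, 20x objective, two fields per well / Assay system: AML12 hepatocytes (mouse) / Measure: % inhibition of lipid droplet signal / Doses: 6.5 µM single-point dosing / Incubation: overnight exposure / Reagent: 100 µM oleic acid challenge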
PMI inhibition: MPI inhibition at elevated mannose 6-phosphate – biochemical, fluorescence intensity, high mannose 6-phosphate, primary screen (AID 1220); actives 0.66% (n = 190,000); inhibition, % at 20 µM; hits with a dose series show IC50 in µM; recombinant PMI enzyme, coupled fluorescence intensity; higher % means a stronger effect
TNAP activation fold: stimulation of alkaline phosphatase TNAP activity – biochemical, luminescent, no phosphate acceptor, uHTS, primary screen (AID 1001); activation fold at 20 µM, or EC50 in µM where a hit was titrated; purified TNAP, luminescent activation assay, no phosphate acceptor; higher activation fold means a stronger effect; actives 0.03% (n = 200,000); in the data active = activation fold from about 3, or a potency from the dose series; inactive = the rest, 99 in 100 with activation fold below about 1.6; note: many of its hits are not listed in these tables
PMI inhibitors: inhibitors of human PMI, primary screen, biochemical, fluorescence intensity, coupled assay (AID 1209) | purified PMI enzyme, coupled fluorescence intensity; higher % means a stronger effect | inhibition, % at 20 µM, or IC50 in µM where a hit was titrated | actives 0.42% (n = 190,000);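 note: plate controls were DMSO vehicle for no effect and wells lacking substrate for full effect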
XIAP displacement: XIAP antagonists, biochemical, IAP family, fluorescence polarization (AID 1018). XIAP BIR domain, fluorescence polarization peptide displacement; higher % means a stronger effect. displacement, % at 20 µM; hits with a dose series show IC50 in µM. actives 0.007% (n = 200,000); in the data active = displacement above about 50%; note: a part of the inactive calls stands beside numbers as strong as those of hits
P. falciparum M17LAP: P. falciparum M17LAP inhibitors, primary screen, biochemical, fluorogenic H-Leu-NHMec substrate, 1536-well (AID 1619); recombinant M17LAP, H-Leu-NHMec fluorogenic kinetic assay; higher % means a stronger effect; actives 0.38% (n = 220,000); one-dose inhibition, % at 30 µM; IC50 in µM for titrated hits;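 active = compound inhibiting the enzyme by more than half at any dose during confirmatory dose-response retesting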;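 note: plate controls were full reaction with DMSO carrier for no effect and no enzyme background for full effect; strong numbers were not always called active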
P. falciparum M1AAP: malaria alanyl aminopeptidase activity blockers – biochemical, fluorogenic H-Leu-NHMec substrate, 1536-well (AID 1445); inhibition, % at 30 µM, or IC50 in µM where a hit was titrated; recombinant M1AAP, H-Leu-NHMec fluorogenic kinetic assay; higher % means a stronger effect; actives 0.42% (n = 220,000);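 active = primary inhibition above the hit cutoff, then over 50% inhibition at one or more dose response concentrations, cut at about 23% in these data, passing the limit was not always enough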;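 note: plate controls were DMSO full reaction for no effect and no enzyme background for full effect; strong numbers were not always called active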
SIAH1 antagonists: blockers of Siah-1 interaction with plectin peptide – biochemical, fluorescence polarization, rhodamine-plectin, uHTS, primary screen (AID 1817) | Siah-1 / rhodamine-plectin peptide fluorescence polarization; higher % means a stronger effect | one-dose displacement, % at 20 µM; IC50 in µM for titrated hits | actives 0.02% (n = 290,000);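 active = displacement of at least 50% at 20 µM, with a fluorescence ratio check between 0.3 and a set limit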;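 note: plate controls were Siah plus tracer with DMSO for no effect and tracer alone without Siah for full effect; strong numbers were not always called active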
UTI89 phage lysis: protection from phage-mediated lysis, alamar blue read-out – E. coli UTI89, K1F phage, bacterial capsule biogenesis inhibitors (AID 488966); one-dose inhibition, % at 100 µM; IC50 in µM for titrated hits; E. coli UTI89 K1F phage lysis, alamar blue, 2 h; higher % means a stronger effect; actives 0.02% (n = 340,000);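 active = phage lysis inhibition, versus mean bacterial control, above a set limit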;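 note: capsule biogenesis inhibitors block K1F phage lysis so surviving cells raise fluorescence; higher fluorescence means more inhibition of phage lysis; actives were called in the ten point dose series up to 300 µM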
Lipid droplet cells 6.5 µM: further read-out of Lipid droplet, marked with its call; cell count; measured here: cell count, cytotoxicity flag;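 cells counted across two imaged fields per well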
Active calls of the source: *; . = not tested or not shown; & = joins results of further samples; [ ] = remark or other dose. Cut-off read from the data, not from the text of the source, unless noted: active = inhibition above about 50%; inactive = the rest.

SMILES	Lipid droplet	Lipid droplet cells 6.5 µM	PMI inhibition	TNAP activation fold	PMI inhibitors	XIAP displacement	P. falciparum M17LAP	P. falciparum M1AAP	SIAH1 antagonists	UTI89 phage lysis
CC(C)c1ccc(C(C(=O)NC2CCCC2)N(C(=O)CNC(=O)c2ccco2)c2cccnc2)cc1 (stereo not given)	2.3	729	-2.7%	1.1	2.9%	-0.2%	2.6%	1.6%	2.2%	0.4%
CCOc1ccc(-n2c(N)c(-c3nc4ccccc4n3C)c3nc4ccccc4nc32)cc1	-2.9	645	-4.5%	1	6.8%	-1.3%	-1.8%	3.3%	-3.8%	9.4%
NC1=NN=C(N2N=C(c3ccco3)CC2(O)C(F)(F)F)n2ncnc2C1 (stereo not given)	-4.3	705	-16.5%	2.5	-24.2%	-4.2%	18.0%	-2.8%	-5.2%	0.0%
Cc1onc(C(=O)N2CCC(C(N)=O)CC2)c1-c1ccccc1Cl	.	.	-0.5%	1.2	-3.1%	-1.7%	5.2%	2.1%	-0.8%	0.9%
CSc1nc2ccccc2c(=O)n1N	-1.3	752	5.3%	1.1	10.5%	-8.5%	-3.4%	1.4%	0.1%	-0.2%
O=C(CNCCN1CCOCC1)Nc1ccccc1Sc1ccccc1	-2.5	606	0.3%	1.1	18.1%	-4.0%	13.7%	0.3%	2.8%	1.7%
CNNC(=S)Nc1ccc(Cl)cc1	-5.0	702	.	.	.	.	-3.5%	4.8%	6.0%	0.0%
CC1CCCCC1NC(=O)C1CCN(C(=O)NC2CCCCC2)CC1 (stereo not given)	-2.8	596	-11.8%	1	1.6%	-2.0%	4.7%	-3.1%	1.4%	0.5%
Cc1[nH]c(=O)[nH]c(=O)c1CSCC(=O)OCC(=O)c1ccc(Br)cc1	7.1	741	3.9%	2.6	-0.5%	-2.6%	2.8%	3.4%	5.8%	6.0%
COC(=O)c1sc(-c2ccc(Cl)cc2)cc1NC(=O)COCC(=O)O	5.8	638	.	.	.	.	18.0%	4.7%	4.3%	-0.2%
Cc1cc(C)nc(SCC(=O)N/N=C\c2sccc2C)n1	.	.	2.1%	1.1	2.7%	-8.6%	7.8%	9.9%	-2.3%	-0.3%
Cc1cc(C)cc(Oc2ccc(-c3nnc(-c4ccccc4)o3)cc2[N+](=O)[O-])c1	-10.8	686	-3.5%	1	3.0%	-0.7%	16.6%	4.3%	10.5%	2.4%
CC(/C=C/c1ccccc1)=N\NC(=O)c1ccncc1	.	.	6.2%	1	5.4%	-0.9%	5.9%	1.2%	2.4%	0.3%
Fc1cccc(-n2ncc(-c3nnnn3-c3ccccc3)c2C(F)(F)F)c1	3.2	718	3.6%	1.1	-11.9%	-15.6%	-6.6%	16.4%	3.9%	0.1%
COc1ccc(C(C(=O)NCC2CCCO2)N(C(=O)CNC(=O)c2cccs2)c2ccc(C(C)=O)cc2)cc1OC (stereo not given)	1.6	656	1.7%	1.1	9.8%	6.6%	0.9%	-2.4%	-7.2%	0.6%
COCCCNC(=S)NC1CCCCC1	-0.3	646	-17.4%	1	-21.3%	3.9%	0.8%	-3.1%	-0.9%	2.3%
NC(=S)Nc1cccc2cn[nH]c12	4.4	678	32.1%	0.9	28.5%	-12.6%	2.5%	8.4%	-7.1%	0.3%
Cc1cccc(C)c1NC(=O)c1c(-c2ccccc2)noc1C	.	.	-2.7%	1.1	-4.7%	-4.6%	0.3%	2.4%	-1.8%	0.1%[50 µM]
CCOc1ccc(NC(=O)Cn2nc(-c3ccccc3Cl)n(CC)c2=S)cc1	.	.	8.5%	1	7.9%	-5.5%	28.9%	8.4%	-5.1%	0.6%
COc1ccc(CCN(C)C(=O)C2CCCN(Cc3ccc(OC)c(OC)c3)C2)cc1OC (stereo not given)	3.2	682	-8.2%&7.1%	1&1.1	-1.6%&9.4%	-2.4%&-6.3%	11.3%&-13.4%	1.4%&-3.4%	8.7%&2.6%	-0.6%&-0.8%
Clc1ccc2nc(N3CCCCC3)[nH]c2c1	-2.3	647	17.5%	1.1	18.8%	-7.1%	19.5%	8.0%	-3.0%	-4.0%
O=S(=O)(c1ccccc1)N1CCN(C2CCN(Cc3ccccc3)CC2)CC1	.	.	5.4%	1.1	-4.7%	-0.4%	-9.5%	0.0%	-3.7%	0.1%
CC1(C)Cc2c(c(N3CCCCC3)[nH]c(=S)c2C#N)CS1	.	.	2.9%	1.1	-2.3%	-4.7%	-0.3%	-0.9%	2.3%	-0.4%
NC(=O)CSc1n[nH]c(-c2ccco2)n1	24.0	618	.	.	.	.	-10.1%	0.7%	-0.2%	0.3%
Cc1sc2nc(CN(CCc3ccccc3)C(=O)c3ccco3)[nH]c(=O)c2c1C	.	.	-16.5%	1	-10.4%	-2.7%	.	.	-3.8%	.
Cc1ccc(OCCn2c(=O)oc3ccc(C)cc32)cc1	-7.6	741	8.1%	1	11.1%	-0.8%	13.7%	-0.1%	-5.3%	-0.2%
CCOC(=O)c1sc(NC(=O)c2ccc(C)s2)cc1C	.	.	1.7%	1.1	0.2%	-2.0%	6.1%	11.3%	5.5%	2.2%
O=[N+]([O-])c1ccc(S(=O)(=O)NCC2CCCO2)cc1 (stereo not given)	-2.9	602	8.6%	1.2	14.5%	-1.3%	4.5%	4.9%	6.1%	2.0%
O=C(O)c1cccc(NC(=S)N/N=C/c2ccccc2OCc2cccc(Br)c2)c1	3.1	652	3.7%	1.4	-0.1%	-4.7%	15.8µM*	109µM*	22.0%	0.1%
COc1ccc(C(=O)[C@H]2[C@H]3C(=O)N(c4ccc(OC(C)=O)cc4)C(=O)[C@H]3C3C=CC=NN32)cc1 (stereo not given in full)	12.9	677	.	.	.	.	6.1%	11.0%	-0.7%	0.3%

Exported with two lines to a compound: 3 of the compounds above
Values run as follows: Lipid droplet	Lipid droplet cells 6.5 µM	PMI inhibition	TNAP activation fold	PMI inhibitors	XIAP displacement	P. falciparum M17LAP	P. falciparum M1AAP	SIAH1 antagonists	UTI89 phage lysis
> Cc1ccc(OCCn2c(=O)oc3ccc(C)cc32)cc1
    -7.6	741	8.1%	1	11.1%	-0.8%	13.7%	-0.1%	-5.3%	-0.2%
> CCOC(=O)c1sc(NC(=O)c2ccc(C)s2)cc1C
    .	.	1.7%	1.1	0.2%	-2.0%	6.1%	11.3%	5.5%	2.2%
> CC1(C)Cc2c(c(N3CCCCC3)[nH]c(=S)c2C#N)CS1
    .	.	2.9%	1.1	-2.3%	-4.7%	-0.3%	-0.9%	2.3%	-0.4%

Later entries:
SMILES	Lipid droplet	Lipid droplet cells 6.5 µM	PMI inhibition	TNAP activation fold	PMI inhibitors	XIAP displacement	P. falciparum M17LAP	P. falciparum M1AAP	SIAH1 antagonists	UTI89 phage lysis
COc1ccc(CCN(Cc2cc3cccc(C)c3[nH]c2=O)C(=O)NC2CCCCC2)cc1OC	-2.4	769	1.3%	1.1	6.4%	-6.4%	-1.6%	4.7%	-3.1%	-0.4%
CCOC(=O)c1ccccc1NC(=O)CN1C(=O)CCS(=O)(=O)c2ccccc21	-0.3	732	14.9%	1	9.5%	-6.0%	30.5%	4.2%	1.0%	0.4%
OCC1CCN(Cc2cn(Cc3ccccc3)nc2-c2cc3ccccc3o2)CC1	0.6	662	9.2%	1	8.5%	-4.8%	-2.0%	-6.7%	-2.4%	0.4%
Cc1ccc(C(=O)C[n+]2cc(-c3ccc(C)cc3)n3c2CCCCC3)cc1	.	.	-1.1%	1	5.2%	-3.5%	-2.1%	-2.8%	-4.7%	1.8%
COc1cc(/C=C(\C#N)C(=O)NCc2cccs2)ccc1O	14.5	666	17.7%	1	20.6%	-2.0%	23.2%	21.9%	6.9%	2.4%
COc1cc(S(=O)(=O)Nc2ccc3cn[nH]c3c2)ccc1Cl	1.3	702	22.7%	1	19.6%	-7.3%	7.0%	3.0%	-0.9%	-0.4%
O=C(c1cccc(F)c1F)N1CCCC1	23.1	771	-8.2%	1.1	-0.9%	-11.4%	2.1%	0.7%	5.0%	0.6%
COc1ccc2c(-c3ccccc3)cc(SCC(=O)N(C)C)nc2c1	6.1	706	-10.7%	1	-12.3%	-5.0%	1.5%	-1.1%	3.0%	-0.4%
COCCSc1nnc(-c2cccc(C#N)c2)n1C	14.8	683	-5.9%	1.1	1.8%	-5.0%	4.2%	30.3%	2.2%	1.3%
C/C(N)=C(\C#N)C(=O)NCc1ccccn1	.	.	-4.2%	1.1	2.0%	-3.0%	-6.8%	-13.3%	2.5%	-2.0%
Cc1cc(C)c2c(c1)c(C)cc1nnc(SCC(=O)c3cccs3)n12	.	.	2.6%	1.2	6.6%	-3.1%	1.6%	8.5%	1.1%	0.1%
O=C(O)/C(=C1/OC(=O)c2ccccc21)c1ccccc1	.	.	-14.3%	1.1	-11.9%	-1.2%	-4.7%	7.9%	4.2%	0.8%
COCCNC(=O)/C(C#N)=C/c1ccc(C(=O)O)cc1	0.4	671	5.8%	1.1	-1.5%	-5.0%	-1.6%	3.6%	4.8%	0.0%
COC(C(=O)Nc1ccccc1F)c1ccccc1 (stereo not given)	-14.7	800	-6.9%	1.2	-5.3%	-6.8%	20.2%	3.3%	0.3%	0.4%
COc1ccc(Nc2nc(Cl)nc(Nc3ccc(OC)cc3)n2)cc1	-1.6	760	1.6%	1.1	1.5%	-3.1%	2.6%	-1.0%	1.2%	2.8%
O=C(O)CCCCCNC(=O)Cn1nnc2ccccc2c1=O	-1.1	715	.	.	.	.	-3.8%	1.0%	16.1%	0.2%
C=CCc1c(C)nc(-c2ccccc2)nc1N/N=C/c1ccncc1	7.9	507	-6.4%	1	-10.6%	-3.7%	11.3%	7.2%	-2.7%	-0.9%
COc1ccc(N2CCN(c3ccc(N4C(=O)COCC4=O)cc3[N+](=O)[O-])CC2)cc1	-12.8	643	9.6%	1	18.9%	-10.9%	12.9%	3.7%	-4.9%	0.5%
CCCOc1ccc(CSc2nc3ccccc3[nH]2)cc1	.	.	2.3%	1.2	10.0%	-6.7%	0.3%	2.6%	0.2%	1.4%
O=C(N/N=C/c1cccs1)c1cccnc1	1.4	753	.	.	.	.	2.5%	11.3%	15.1%	.
Cc1ccc(C2N(c3cccc(Cl)c3)C(=O)N3CCCN23)cc1 (stereo not given)	2.7	618	.	.	.	.	-0.2%	0.5%	-7.8%	0.8%
Cc1ccc2[nH]c3c(c2c1)CN(C(=O)CN1CCN(c2ccccc2F)CC1)CC3	.	.	24.6%	1	-11.2%	1.0%	-4.8%	-2.9%	2.1%	.
Clc1ccc(CSc2nnc(-c3ccc4c(c3)OCO4)o2)cc1	14.7	751	9.3%	1.1	12.0%	-3.8%	4.0%	6.5%	-6.7%	0.3%
CCOC(=O)c1ccc(NC(=O)c2ccccc2)cc1	4.9	777	8.0%	1.1	15.3%	-9.3%	4.6%	-1.0%	3.7%	8.9%
Cc1ccc(SC(C)C(=O)Nc2ccc(S(=O)(=O)N3CCOCC3)cc2)cc1 (stereo not given)	.	.	5.0%	1	16.2%	-4.6%	21.2µM*	9.8%	-1.4%	0.0%

Source: PubChem (several laboratories)

Hits appear at their usual frequency; 1.9% or so of the library scored in one or more.
